FBW7 activator: human FBW7 E3 ligase activation, primary screen. 650,000 tested, 0.13% active. AID 1259310. AlphaScreen FBW7–phospho-cyclin E peptide binding, activator screen. normalized activity (activation), % at 26.1 µM; in the data active = normalized activity above about 1.9%;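 also: purified mutant Fbw7 with reduced substrate affinity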
GPR151 activ: activators of human GPR151; PathHunter beta-arrestin GPR151 cells, luminescence; activation, % at 11.2 µM; Q8TDV0; AID 1508602; 650,000 tested, 1% active; in the data active = activation above about 4.9%;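 also: 0% = median of compound wells and 100% = cells with positive control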
Target sequence (Q8TDV0 whole entry, looked up): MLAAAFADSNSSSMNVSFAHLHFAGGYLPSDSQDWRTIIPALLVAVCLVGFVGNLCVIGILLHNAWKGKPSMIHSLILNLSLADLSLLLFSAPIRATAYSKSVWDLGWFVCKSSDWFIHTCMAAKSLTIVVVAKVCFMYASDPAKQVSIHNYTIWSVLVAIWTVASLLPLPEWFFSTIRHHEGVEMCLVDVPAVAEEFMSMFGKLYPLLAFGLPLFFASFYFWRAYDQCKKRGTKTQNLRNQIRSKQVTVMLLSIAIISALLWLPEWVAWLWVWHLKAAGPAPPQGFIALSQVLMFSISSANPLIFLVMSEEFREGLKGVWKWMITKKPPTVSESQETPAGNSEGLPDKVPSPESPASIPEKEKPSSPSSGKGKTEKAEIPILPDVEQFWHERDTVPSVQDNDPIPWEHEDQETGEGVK
TEAD-YAP inh: TEAD-YAP interaction inhibition. HEK-TIYL cells, TEAD-Gal4/YAP UAS-luciferase luminescence. inhibition, % at 9.12 µM. 640,000 tested, 1.4% active; in the data active = inhibition above about 32%;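 also: 0% = median of test compound wells and 100% = reference inhibitor wells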
MITF inh: human MITF inhibition, primary screen; O75030; AlphaScreen MITF homodimerization, bead proximity signal; inhibition, % at 2.6 µM; 650,000 tested, 0.91% active; in the data active = inhibition above about 50%;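 also: 0% = vehicle wells with protein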
Target sequence (O75030 whole entry, looked up): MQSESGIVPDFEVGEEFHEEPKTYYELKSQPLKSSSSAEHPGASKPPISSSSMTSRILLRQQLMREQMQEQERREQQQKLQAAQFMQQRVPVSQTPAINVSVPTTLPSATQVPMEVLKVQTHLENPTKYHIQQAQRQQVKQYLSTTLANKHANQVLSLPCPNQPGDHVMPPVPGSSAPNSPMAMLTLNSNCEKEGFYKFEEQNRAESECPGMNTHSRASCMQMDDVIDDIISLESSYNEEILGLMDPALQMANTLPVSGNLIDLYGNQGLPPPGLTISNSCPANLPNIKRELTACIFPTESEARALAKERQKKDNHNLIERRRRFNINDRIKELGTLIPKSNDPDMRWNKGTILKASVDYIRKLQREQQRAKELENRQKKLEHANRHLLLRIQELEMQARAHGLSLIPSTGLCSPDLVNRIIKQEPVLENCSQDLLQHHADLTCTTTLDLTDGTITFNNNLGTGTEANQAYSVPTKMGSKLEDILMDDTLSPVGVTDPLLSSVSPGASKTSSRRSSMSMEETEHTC
* marks the source's active call; other numbers are inactive results.

SMILES	FBW7 activator	GPR151 activ	TEAD-YAP inh	MITF inh
COc1ccc(CN2C(=O)c3ccc(C(=O)O)cc3C2=O)cc1	0.0	1.1	7	-9
Cc1noc(C)c1-c1nc(C(=O)NCc2cccc(C(F)(F)F)c2)cs1	0.3	-0.8	8	15
CCN1CCN(Cc2nc(N)nc(Nc3ccc(C)cc3C)n2)CC1	0.0	0.8	15	10
COc1ccc(N(CC(=O)Nc2ccccc2Br)S(=O)(=O)c2ccc(C)cc2)cc1OC	-0.2	2.7	-1	-7
CCN1CCCC1CNC(=O)CN1C(=O)/C(=C/c2ccccc2F)Sc2ccccc21 (centres undefined)	0.2	-1.1	4	4
CN(C)c1ccc(/C=C(/C#N)C(=O)NCCc2c[nH]c3ccccc23)cc1	1.5	0.1	20	5
CC(=O)NC(NC(=S)Nc1ccccc1Br)C(Cl)(Cl)Cl (centres undefined)	0.2	0.5	8	14
COc1ccc(C2=N/C(=C/c3cccc(Cl)c3Cl)C(=O)O2)cc1Br	0.0	0.3	0	-5
COc1ccc(OCC(=O)Nc2ccc(-c3nc4ccccc4o3)c(O)c2)cc1	0.1	2.4	-34	12
COc1cc(CNc2ccc(F)c(F)c2)c([N+](=O)[O-])cc1OC	0.1	-1.3	-21	13
Cc1cc(N)nc(-c2ccc(C(=O)NC3CC3)cc2)n1	0.2	2.4	3	23
Cc1ccc(NC(=O)C2(c3cccs3)CCOCC2)cc1F	0.2	-0.5	-2	0
O=C(NC1=Nc2cccc3cccc1c23)c1ccc([N+](=O)[O-])cc1[N+](=O)[O-]	-0.1	0.8	5	8
COc1ccc(C(c2c(O)nc3n(c2=O)CCCS3)c2c(O)nc3n(c2=O)CCCS3)cc1OC	0.0	-0.2	-5	11
CN(C)c1ccc2nc3c(=O)[nH]c(=O)[nH]c3nc2c1	-0.3	-2.1	-20	4
CCOC(=O)c1c(C)[nH]c(C(=O)C(C)Nc2cc(NC(C)=O)ccc2OC)c1C (centres undefined)	-0.1	-1.8	1	1
CCCOc1ccc(C(=O)Nc2ccc(N3CCN(C(=O)c4ccccc4)CC3)cc2)cc1	-0.1	-2.1	-1	-12
NNC(=O)c1nnn(-c2nonc2N)c1CN1CCCCCC1	-0.2	0.1	12	-3
CCOC(=O)c1sc2nc(SCC(=O)N3CCCc4ccccc43)n(Cc3ccccc3)c(=O)c2c1C	-0.1	1.2	-1	6
CCC(=O)Nc1cc(C(F)(F)F)ccc1N1CCOCC1	0.1	-0.2	-5	-1
O=C(NCc1cccc(C(F)(F)F)c1)c1ccnc(N2CCCC2CO)c1 (centres undefined)	0.0	1.0	1	4
Cc1cc(N(C)C)c(C#N)c(NCc2ccccc2)n1	0.7	0.6	-8	-4
Cc1ccc(-n2nc(C(=O)NCCCN3CCCC3)c3c4ccccc4n(C)c3c2=O)cc1	-0.5	-0.8	-6	-5
CN(C)CCOc1cc(-c2ccnc(N)n2)c(F)cc1NC(=O)C1COc2ccccc2O1 (centres undefined)	0.2	0.4	-7	30
Cc1ccc(-c2ncn(-c3ccc(Nc4ncc(Cl)c(-c5ccnn5C)n4)cc3)n2)cn1	0.1	0.9	19	20
Cc1cccc(NC(=O)c2cc3c(n(-c4ccc(Cl)cc4)c2=O)CC(C)(C)CC3=O)n1	0.0	2.0	4	-3
O=C(N/N=C/c1ccc([N+](=O)[O-])s1)c1ccccc1	-0.1	-0.5	-4	-3
Cc1cccc(NCC(=O)N/N=C/c2cccs2)c1	0.0	-1.5	0	2
Cc1cc(N(C)C)nc(Nc2ccc(NS(=O)(=O)c3ccccc3)cc2)n1	0.3	0.4	17	8
CCSc1nnc2c(n1)OC(/C=C/c1ccc(OC)cc1)Nc1ccccc1-2 (centres undefined)	0.0	1.8	-62	9
COc1ccc(C2C(C#N)=C(N)N(c3ccccc3[N+](=O)[O-])C3=C2C(=O)CCC3)cc1 (centres undefined)	0.7	0.6	-4	15
CCOC(=O)c1sc(NC(=S)NC(=O)c2cccs2)nc1C	0.0	-0.2	-3	-9
COc1cc(C=Nc2ccc(C)cc2)c([N+](=O)[O-])cc1OC	0.1	2.1	6	19
COc1ccc(CCNC(=O)CSc2nc3ccc(N)cc3s2)cc1OC	-0.1	0.1	-3	-3
COc1ccccc1N1C(=O)/C(=C/c2ccc(Br)cc2)C=C1c1ccccc1	1.3	2.7	-7	18
Nc1ccc(S(=O)(=O)Nc2nc3ccccc3nc2NCCc2ccccc2)cc1	0.1	0.6	9	-2
CCOC(=O)c1c(-c2ccccc2)csc1/N=C/c1sc2ccccc2c1O	0.3	1.7	5	4
CCCn1nnc(NC(=O)c2cccc(OCc3ccccc3)c2)n1	0.1	-6.4	-3	16
CCOC(=O)C1=C(C(F)(F)F)Nc2ncnn2C1c1ccc(C)cc1 (centres undefined)	0.3	-1.3	4	8
CC1=NN(c2ccc(F)cc2)C(=O)/C1=C/c1ccc(OCc2ccccc2)cc1	0.0	-3.9	-6	-10
COc1cccc(N=C2NC(=O)/C(=C/c3ccc(OC)c(OC)c3)S2)c1	-0.1	-0.8	48*	-6
NC(=O)NN=C1C2CC3CC(C2)CC1C3	-0.2	0.3	9	-13
CN(C)c1cccc(-c2cnn3c(NCCc4cccnc4)ccnc23)c1	-0.1	-0.4	-43	15
COc1ccc(OC)c(NC(=O)c2ccc3c(c2)C(=O)N(CC(C)C)C3=O)c1	0.6	-0.9	0	9
COC(=O)C1CCCCN1Cc1nc(Nc2ccc3c(c2)OCO3)c2cccc(C)c2n1 (centres undefined)	0.7	0.7	8	13

For convenience, some entries already given:
SMILES	FBW7 activator	GPR151 activ	TEAD-YAP inh	MITF inh
COc1ccc(N(CC(=O)Nc2ccccc2Br)S(=O)(=O)c2ccc(C)cc2)cc1OC	-0.2	2.7	-1	-7
CCN1CCCC1CNC(=O)CN1C(=O)/C(=C/c2ccccc2F)Sc2ccccc21 (centres undefined)	0.2	-1.1	4	4
CN(C)c1ccc(/C=C(/C#N)C(=O)NCCc2c[nH]c3ccccc23)cc1	1.5	0.1	20	5
CC(=O)NC(NC(=S)Nc1ccccc1Br)C(Cl)(Cl)Cl (centres undefined)	0.2	0.5	8	14

The list goes on:
SMILES	FBW7 activator	GPR151 activ	TEAD-YAP inh	MITF inh
COc1ccc(C)cc1NC(=O)c1cc2c(CO)cnc(C)c2oc1=Nc1ccc(C)cc1	-0.2	0.0	0	16
CCN(CC)c1ccc(N2CCN(S(=O)(=O)c3cc(C)ccc3OC)CC2)nn1	0.0	0.9	54*	9
CC(C)CC(c1nnnn1C(C)C)N1CCN(C(=O)c2ccco2)CC1 (centres undefined)	-0.1	1.7	7	-16
COC(=O)CCC(=O)Nc1ccc(I)cc1C	0.2	0.4	-9	16
CCc1ccc(C(=O)/C=C/Nc2ccc(O)cc2)cc1	-0.5	1.1	2	1
CC(C)C(C(=O)NCC1CCCO1)N1C(=O)c2ccccc2C1=O (centres undefined)	0.1	1.2	6	10
CCOC(=O)C1=C(C)NC2=C(C(=O)CC(C)(C)C2)C1c1ccc(OC)cc1OC (centres undefined)	0.0	0.1	-1	8
N#C/C(=C(/O)COC(=O)COc1ccc(Cl)cc1)c1nc2ccccc2[nH]1	-0.3	-1.3	-8	1
O=[N+]([O-])c1ccccc1N/N=C/c1ccccc1O	-0.1	0.0	-2	-43
COc1ccc(/C=C(\NC(=O)c2ccco2)C(=O)NC(C(=O)O)C(C)C)cc1 (centres undefined)	0.1	0.4	2	4
COc1ccccc1C(=O)N/C(=C/c1ccc(Br)cc1)C(=O)NCCC(=O)O	-0.1	0.2	6	-6
Cc1nn2c(SCC(=O)c3ccc(Br)cc3)nnc2[nH]c1=O	0.0	-0.6	-4	-16
COC(=O)C1=C(C)Nc2ncnn2C1c1ccco1 (centres undefined)	0.0	1.4	3	8
O=C1c2ccncc2C(=O)N1C1CCCCC1	-0.1	0.5	6	-17
COc1c(Cl)cc(Cl)cc1C(=O)O	0.2	-2.4	-5	-5

Structures above containing a CF3 group:
SMILES	FBW7 activator	GPR151 activ	TEAD-YAP inh	MITF inh
Cc1noc(C)c1-c1nc(C(=O)NCc2cccc(C(F)(F)F)c2)cs1	0.3	-0.8	8	15
CCC(=O)Nc1cc(C(F)(F)F)ccc1N1CCOCC1	0.1	-0.2	-5	-1
O=C(NCc1cccc(C(F)(F)F)c1)c1ccnc(N2CCCC2CO)c1 (centres undefined)	0.0	1.0	1	4
CCOC(=O)C1=C(C(F)(F)F)Nc2ncnn2C1c1ccc(C)cc1 (centres undefined)	0.3	-1.3	4	8

Further structures:
SMILES	FBW7 activator	GPR151 activ	TEAD-YAP inh	MITF inh
CCSc1nnc(NC(=O)C2CC3CCC2C3)s1 (centres undefined)	1.8	0.5	-18	10
Cc1cc(C(C)(C)C)ccc1OC(=O)c1cccc(S(=O)(=O)N2CCOCC2)c1	-0.1	-1.0	2	-3
O=C(NC1CC1)C1CC(=O)N(C2CCCCCCC2)C1 (centres undefined)	-0.1	0.0	4	3
CC[C@@H]1NC(=O)[C@@H]2C[C@H](NC(=O)Nc3ccc(Cl)cc3Cl)CN2C1=O	0.6	-0.6	-13	8
CC(=O)c1c(C(C)=O)c(C)n(-c2cccc3cccnc23)c1C	-0.4	0.2	-2	-1
O=C(Cc1ccc(F)cc1)Nc1cccc(-c2cn3ccsc3n2)c1	0.4	0.9	-2	3
COc1ccc(OC)c(NC(=O)CN2C(=O)CN(C)C2=O)c1	0.2	2.4	-4	-16
COc1cc(NC(=O)c2cc(-c3cccc(O)c3)on2)cc(OC)c1OC	0.1	1.5	21	23
COCC(=O)N(CC(=O)Nc1sc2c(c1C(N)=O)CCC(C)C2)C1CCCCC1 (centres undefined)	-0.1	0.1	1	8
CCOC(=O)c1sc(NC(=O)c2cccc(I)c2)c(C(=O)OCC)c1C	0.0	-0.6	7	1
CCCCS(=O)(=O)CC(O)COCc1ccc(Cl)cc1 (centres undefined)	0.8	0.1	7	6
Cc1noc(C)c1C(=O)Nc1sc(C)c(C)c1C#N	1.0	0.0	-8	15
CCNC(=O)CN1C(=O)NC(Cc2ccccc2)(Cc2ccccc2)C1=O	0.0	-0.7	6	-12
CCC12CC3CC(O)(CC(O)(C3)C1)C2	-0.1	4.5	2	8
Cc1cc(C)c2c(=O)n(CC(=O)N3CCOCC3)sc2n1	0.8	-1.1	0	16

Single values from the results shown:
For TEAD-YAP inh, O=[N+]([O-])c1ccccc1N/N=C/c1ccccc1O has -2
For TEAD-YAP inh, CCN1CCN(Cc2nc(N)nc(Nc3ccc(C)cc3C)n2)CC1 has 15
For FBW7 activator, COc1ccc(OC)c(NC(=O)c2ccc3c(c2)C(=O)N(CC(C)C)C3=O)c1 has 0.6
For FBW7 activator, NC(=O)NN=C1C2CC3CC(C2)CC1C3 has -0.2

New compounds follow:
SMILES	FBW7 activator	GPR151 activ	TEAD-YAP inh	MITF inh
COc1ccc(OC(C)C(=O)Nc2cccc(C(C)=O)c2)cc1 (centres undefined)	0.1	0.2	-3	6
O=C(NCc1cccs1)C1CC(=O)N(C2CCCCCC2)C1 (centres undefined)	-0.1	2.2	5	8
Cc1ccccc1-n1nnnc1C(NCc1ccco1)c1ccccc1 (centres undefined)	0.0	-1.9	4	1
Cc1ccc(C)c(NC(=O)c2c(-c3ccccc3Cl)noc2C)c1	0.0	-0.3	1	5
CC(C)[C@H](Cn1nc(-c2cccs2)ccc1=O)NC(=O)c1cnc(N(C)C)nc1	-0.1	-0.3	4	-10
COCCCNC(=O)c1cccc(-n2c(=S)[nH]c3cc(Cl)ccc3c2=O)c1	0.0	-0.1	1	8
CCCCC(CC)CNC(=O)c1ccccc1Cl (centres undefined)	0.3	-1.4	4	8
CCOC(=O)N1CCN(C(=O)c2ccc(Br)cc2)CC1	0.0	-0.8	6	8
N#C/C(=C\c1cccs1)c1cccc(C#N)c1	0.0	-1.3	-4	13
O=C1OC(c2ccccc2)=N/C1=C\c1cc2ccccc2nc1N1CCOCC1	0.0	1.1	1	-11
CC1CCN(S(=O)(=O)c2ccc3c(c2)c(=O)c(C(=O)N2CCCCCC2)cn3C)CC1	0.2	-0.2	3	16
Cc1ccc2c(c1)C(=O)CC1(CCN(CC(=O)NCc3ccccc3F)CC1)O2	0.2	1.3	-2	-16
CC(C)c1ccc(CNC(=O)CSCc2ccccc2)cc1	0.6	0.3	11	13
COc1ccc(-c2nc3c(NCCCN4CCCC4=O)ncnc3n2C(C)C)cn1	-0.1	-0.1	-2	-1
CC(C)N(CCNC(=O)c1cnc(-c2ccc(N3CCOCC3)nc2)s1)C(C)C	0.2	3.9	14	3
COCCNc1nccn2c(-c3cccc(C(C)=O)c3)cnc12	-0.1	-0.9	26	11
COCCNC(=O)c1cnn2c1NC(c1ccc(F)cc1)CC2C(F)(F)F (centres undefined)	0.0	-1.7	3	48
O=C(Nc1nnc(Cc2ccccc2)s1)c1ccc([N+](=O)[O-])cc1[N+](=O)[O-]	0.7	-0.5	8	2
O=C(c1cccc(Cl)c1)N1CCN(S(=O)(=O)c2ccc(F)cc2)CC1	0.1	2.6	-1	-1
COc1ccc(Br)cc1S(=O)(=O)N1CCN(c2cccc(Cl)c2)CC1	0.5	0.4	-14	-3
O=C(CSc1nnc(-c2cccnc2)n1-c1ccccc1)NCCCN1CCOCC1	0.2	0.1	10	2
Cc1ccccc1OCC(=O)Nc1ccc2oc(-c3ccncc3)nc2c1	0.2	-0.1	-14	12
COc1ccc(C2=NN3C(C2)c2cc(OC)ccc2OC32CCCCC2)cc1 (centres undefined)	0.0	-1.4	3	-4
COc1ccc(-c2nnc(Nc3nc4cc(OC)ccc4s3)o2)c(OC)c1	-0.1	1.5	3	-1
CCOC(=O)c1sc2nc(CC(=O)OC)nc(Nc3cccc(C(F)(F)F)c3)c2c1C	-0.1	-1.3	-10	-1
COc1ccc(OC)c(N(CC(=O)Nc2ccc(S(=O)(=O)N3CCOCC3)cc2)S(=O)(=O)c2ccccc2)c1	-0.2	-0.4	11	6

Bioassay records deposited in PubChem by The Scripps Research Institute Molecular Screening Center.
